GALK inh: qHTS Assay for Inhibitors of Human Galactokinase (GALK); P51570; Potency, µM (top dose mostly 57.5 µM), for the others: at the top dose activity change, negative = inhibition, usual class: inhibitors; actives 0.007% (n = 270,000); Purified GALK, Kinase-Glo residual ATP luminescence; note: potency is the fitted concentration of half-maximal effect; % is set by controls: 0 for no effect and ±100 for the full control effect
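Human GALK (5 nM) with 35 uM ATP and 100 uM galactose in 20 mM HEPES pH 8.0, 5 mM MgCl2, 60 mM NaCl, 1 mM DTT, 0.01% BSA. After 1 h at room temperature, leftover ATP was read by Kinase-Glo Plus luminescence.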
TRPV1 ag: HTS Assay for Compounds that Act as Agonists of the Vanilloid Receptor 1. Transient receptor potential cation channel subfamily V member 1 (Homo sapiens), Q8NER1. TRPV1-expressing cells, Fluo-8 calcium influx, agonist mode. activation, % at 8.33 µM. actives 0.19% (n = 320,000). AID 540275, 2011; in the data active = activation above about 80%; inconclusive = between about 30% and that limit; note: 0% is about no effect
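Cells expressing TRPV1 were dye-loaded with Fluo-8 and read kinetically: 10 s baseline, 3 min after compound (agonist portion), then 2 min after EC20 capsaicin (allosteric enhancer portion). Calcium-bound dye fluorescence at 480/520 nm.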
KCNH2 WT inh: qHTS for Inhibitors of KCHN2 3.1: Wildtype qHTS | Voltage-gated inwardly rectifying potassium channel KCNH2 (Homo sapiens), Q12809 | U2OS, BacMam KCNH2, thallium flux FluxOr; stronger effect = lower value | activity change, % at 1.84 µM | actives 0.37% (n = 340,000);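 active = maximum activity change below -70%; inconclusive = maximum activity change between -70% and -50%; inactive = maximum activity change above -50%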; note: % is set by controls: 0 for no effect and ±100 for the full control effect
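U2OS cells were transduced with wild-type KCNH2 virus (2.03 x 10^8 / mL) for 4 h at room temperature, then cultured overnight at 37 C. Thallium flux was read with FluxOr dye. Rate constants were normalized to DMSO controls.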
Giardia killer: Small Molecules that selectively kill Giardia lamblia: qHTS; Giardia lamblia trophozoite viability; activity change, % at 7.66 µM, hits read low; actives 0.15% (n = 340,000); AID 540267, 2011; in the data active = activity change below about -80%; inconclusive = between about -30% and that limit;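 note: parasites exposed to compound for two days anaerobically before the ATP read; % is set by controls: 0 for no effect and ±100 for the full control effect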
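Luminescent ATP signal served as the viability read-out, measured 15-30 min after adding ATP detection reagent to trophozoites that had been incubated with compounds for 48 hrs at 37 deg C anaerobically at 100 cells/well.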
KCNH2 3.1 block: qHTS for Inhibitors of KCHN2 3.1: Mutant qHTS | U2OS KCNH2 3.1, thallium flux FluxOr; stronger effect = lower value | activity change, % (tested at about 1.8 µM) | actives 0.95% (n = 340,000);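 active = maximum activity change below -70%; inconclusive = maximum activity change from -70% to -50%; inactive = maximum activity change above -50%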;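 note: thallium influx rate constant from kinetic fluorescence after stimulation buffer; % is set by controls: 0 for no effect and ±100 for the full control effect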
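Measured as rate of thallium-driven FluxOr signal in transduced U2OS cells carrying the 3.1 channel, read kinetically for 2 min upon stimulation; values are rate constants scaled to DMSO control wells.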
Menin MLL FP TR: qHTS Assay for Inhibitors Targeting the Menin-MLL Interaction in MLL Related Leukemias: Competition With Texas Red Labeled MLL-derived Mutant Peptide. Menin + Texas Red MLL mutant peptide, fluorescence polarization. actives 0.23% (n = 270,000). Potency, µM (highest dose often 61.6 µM), inactives show at the highest dose FP activity change, negative = inhibition, hits mostly inhibitors; active = well fitted inhibition curve with a large enough effect in the polarisation, with a control signal flat, not every such curve was filed as active; inconclusive = small, poorly fitted or top-dose-only effect, or effect the other way, or a change in a side signal; inactive = no such curve, though single readings can be large or run the other way; the % refers to the polarisation; note: potency is the fitted concentration of half-maximal effect; % of control where 0% means no effect; many of its hits are not listed in these tables
USP2a block: qHTS Assay for Inhibitors of Ubiquitin-specific Protease USP2a Using CHOP2 as the Reporter | Ubiquitin carboxyl-terminal hydrolase 2 (Homo sapiens), O75604 | USP2 core, Ub-CHOP2 coupled fluorogenic reporter, 485/531 | Potency, µM (titrated, usually from 38.3 µM), for the others: top-dose activity change, negative = inhibition, actives largely listed as inhibitors | actives 0.01% (n = 330,000) | AID 463254, 2010;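 note: potency is the fitted concentration of half-maximal effect; plate controls were DMSO wells for no effect and full inhibition by NEM control for full effect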
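USP2 core (10nM final) preincubated 30min RT with compound in 20mM Tris-HCl pH 8.0, 2mM CaCl2, 2mM beta-mercaptoethanol, 0.05% CHAPS; 25nM Ub-CHOP2 plus 25nM reporter substrate added, fluorescence (Ex485/Em531) read after 60min.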
FBPA coupling cs: qHTS Assay for Inhibitors of Fructose-1,6-bisphosphate Aldolase from Giardia Lamblia: Coupling assay counterscreen; actives 0.67% (n = 290,000); AID 2472, 2010; coupling enzyme system counterscreen, AmpLite Red fluorescence; activity change, negative = inhibition, % at 58.2 µM, hits read low; in the data active = activity change below about -30%; note: % is set by controls: 0 for no effect and ±100 for the full control effect
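First, compound is pin-transferred into glyceraldehyde-3-phosphate coupling-enzyme reagent at 57.5 uM final and held 10 min at RT. Next, substrate, coupling system and AmpLite Red are added. After 20 min RT, fluorescence (525/598 nm) is read.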
MLL CXXC-DNA inh: qHTS Fluorescence Polarization Assay for Inhibitors of MLL CXXC domain - DNA interaction. Histone-lysine N-methyltransferase 2A (Homo sapiens), Q03164. MLL-CXXC / FITC-HOXA9 DNA fluorescence polarization. Potency, µM (highest dose often 115 µM), for the others: at the highest dose activity change, negative = inhibition, usual class: inhibitors. actives 0.037% (n = 290,000); active = well fitted inhibition curve with a large enough effect in the polarisation, with a control signal flat, not every such curve was filed as active; inconclusive = small, poorly fitted or top-dose-only effect, or effect the other way, or a change in a side signal; inactive = no such curve, though single readings can be large or run the other way; the % refers to the polarisation; note: potency is the fitted concentration of half-maximal effect
Target sequence (Q03164 whole entry, looked up, the tested form may be a part): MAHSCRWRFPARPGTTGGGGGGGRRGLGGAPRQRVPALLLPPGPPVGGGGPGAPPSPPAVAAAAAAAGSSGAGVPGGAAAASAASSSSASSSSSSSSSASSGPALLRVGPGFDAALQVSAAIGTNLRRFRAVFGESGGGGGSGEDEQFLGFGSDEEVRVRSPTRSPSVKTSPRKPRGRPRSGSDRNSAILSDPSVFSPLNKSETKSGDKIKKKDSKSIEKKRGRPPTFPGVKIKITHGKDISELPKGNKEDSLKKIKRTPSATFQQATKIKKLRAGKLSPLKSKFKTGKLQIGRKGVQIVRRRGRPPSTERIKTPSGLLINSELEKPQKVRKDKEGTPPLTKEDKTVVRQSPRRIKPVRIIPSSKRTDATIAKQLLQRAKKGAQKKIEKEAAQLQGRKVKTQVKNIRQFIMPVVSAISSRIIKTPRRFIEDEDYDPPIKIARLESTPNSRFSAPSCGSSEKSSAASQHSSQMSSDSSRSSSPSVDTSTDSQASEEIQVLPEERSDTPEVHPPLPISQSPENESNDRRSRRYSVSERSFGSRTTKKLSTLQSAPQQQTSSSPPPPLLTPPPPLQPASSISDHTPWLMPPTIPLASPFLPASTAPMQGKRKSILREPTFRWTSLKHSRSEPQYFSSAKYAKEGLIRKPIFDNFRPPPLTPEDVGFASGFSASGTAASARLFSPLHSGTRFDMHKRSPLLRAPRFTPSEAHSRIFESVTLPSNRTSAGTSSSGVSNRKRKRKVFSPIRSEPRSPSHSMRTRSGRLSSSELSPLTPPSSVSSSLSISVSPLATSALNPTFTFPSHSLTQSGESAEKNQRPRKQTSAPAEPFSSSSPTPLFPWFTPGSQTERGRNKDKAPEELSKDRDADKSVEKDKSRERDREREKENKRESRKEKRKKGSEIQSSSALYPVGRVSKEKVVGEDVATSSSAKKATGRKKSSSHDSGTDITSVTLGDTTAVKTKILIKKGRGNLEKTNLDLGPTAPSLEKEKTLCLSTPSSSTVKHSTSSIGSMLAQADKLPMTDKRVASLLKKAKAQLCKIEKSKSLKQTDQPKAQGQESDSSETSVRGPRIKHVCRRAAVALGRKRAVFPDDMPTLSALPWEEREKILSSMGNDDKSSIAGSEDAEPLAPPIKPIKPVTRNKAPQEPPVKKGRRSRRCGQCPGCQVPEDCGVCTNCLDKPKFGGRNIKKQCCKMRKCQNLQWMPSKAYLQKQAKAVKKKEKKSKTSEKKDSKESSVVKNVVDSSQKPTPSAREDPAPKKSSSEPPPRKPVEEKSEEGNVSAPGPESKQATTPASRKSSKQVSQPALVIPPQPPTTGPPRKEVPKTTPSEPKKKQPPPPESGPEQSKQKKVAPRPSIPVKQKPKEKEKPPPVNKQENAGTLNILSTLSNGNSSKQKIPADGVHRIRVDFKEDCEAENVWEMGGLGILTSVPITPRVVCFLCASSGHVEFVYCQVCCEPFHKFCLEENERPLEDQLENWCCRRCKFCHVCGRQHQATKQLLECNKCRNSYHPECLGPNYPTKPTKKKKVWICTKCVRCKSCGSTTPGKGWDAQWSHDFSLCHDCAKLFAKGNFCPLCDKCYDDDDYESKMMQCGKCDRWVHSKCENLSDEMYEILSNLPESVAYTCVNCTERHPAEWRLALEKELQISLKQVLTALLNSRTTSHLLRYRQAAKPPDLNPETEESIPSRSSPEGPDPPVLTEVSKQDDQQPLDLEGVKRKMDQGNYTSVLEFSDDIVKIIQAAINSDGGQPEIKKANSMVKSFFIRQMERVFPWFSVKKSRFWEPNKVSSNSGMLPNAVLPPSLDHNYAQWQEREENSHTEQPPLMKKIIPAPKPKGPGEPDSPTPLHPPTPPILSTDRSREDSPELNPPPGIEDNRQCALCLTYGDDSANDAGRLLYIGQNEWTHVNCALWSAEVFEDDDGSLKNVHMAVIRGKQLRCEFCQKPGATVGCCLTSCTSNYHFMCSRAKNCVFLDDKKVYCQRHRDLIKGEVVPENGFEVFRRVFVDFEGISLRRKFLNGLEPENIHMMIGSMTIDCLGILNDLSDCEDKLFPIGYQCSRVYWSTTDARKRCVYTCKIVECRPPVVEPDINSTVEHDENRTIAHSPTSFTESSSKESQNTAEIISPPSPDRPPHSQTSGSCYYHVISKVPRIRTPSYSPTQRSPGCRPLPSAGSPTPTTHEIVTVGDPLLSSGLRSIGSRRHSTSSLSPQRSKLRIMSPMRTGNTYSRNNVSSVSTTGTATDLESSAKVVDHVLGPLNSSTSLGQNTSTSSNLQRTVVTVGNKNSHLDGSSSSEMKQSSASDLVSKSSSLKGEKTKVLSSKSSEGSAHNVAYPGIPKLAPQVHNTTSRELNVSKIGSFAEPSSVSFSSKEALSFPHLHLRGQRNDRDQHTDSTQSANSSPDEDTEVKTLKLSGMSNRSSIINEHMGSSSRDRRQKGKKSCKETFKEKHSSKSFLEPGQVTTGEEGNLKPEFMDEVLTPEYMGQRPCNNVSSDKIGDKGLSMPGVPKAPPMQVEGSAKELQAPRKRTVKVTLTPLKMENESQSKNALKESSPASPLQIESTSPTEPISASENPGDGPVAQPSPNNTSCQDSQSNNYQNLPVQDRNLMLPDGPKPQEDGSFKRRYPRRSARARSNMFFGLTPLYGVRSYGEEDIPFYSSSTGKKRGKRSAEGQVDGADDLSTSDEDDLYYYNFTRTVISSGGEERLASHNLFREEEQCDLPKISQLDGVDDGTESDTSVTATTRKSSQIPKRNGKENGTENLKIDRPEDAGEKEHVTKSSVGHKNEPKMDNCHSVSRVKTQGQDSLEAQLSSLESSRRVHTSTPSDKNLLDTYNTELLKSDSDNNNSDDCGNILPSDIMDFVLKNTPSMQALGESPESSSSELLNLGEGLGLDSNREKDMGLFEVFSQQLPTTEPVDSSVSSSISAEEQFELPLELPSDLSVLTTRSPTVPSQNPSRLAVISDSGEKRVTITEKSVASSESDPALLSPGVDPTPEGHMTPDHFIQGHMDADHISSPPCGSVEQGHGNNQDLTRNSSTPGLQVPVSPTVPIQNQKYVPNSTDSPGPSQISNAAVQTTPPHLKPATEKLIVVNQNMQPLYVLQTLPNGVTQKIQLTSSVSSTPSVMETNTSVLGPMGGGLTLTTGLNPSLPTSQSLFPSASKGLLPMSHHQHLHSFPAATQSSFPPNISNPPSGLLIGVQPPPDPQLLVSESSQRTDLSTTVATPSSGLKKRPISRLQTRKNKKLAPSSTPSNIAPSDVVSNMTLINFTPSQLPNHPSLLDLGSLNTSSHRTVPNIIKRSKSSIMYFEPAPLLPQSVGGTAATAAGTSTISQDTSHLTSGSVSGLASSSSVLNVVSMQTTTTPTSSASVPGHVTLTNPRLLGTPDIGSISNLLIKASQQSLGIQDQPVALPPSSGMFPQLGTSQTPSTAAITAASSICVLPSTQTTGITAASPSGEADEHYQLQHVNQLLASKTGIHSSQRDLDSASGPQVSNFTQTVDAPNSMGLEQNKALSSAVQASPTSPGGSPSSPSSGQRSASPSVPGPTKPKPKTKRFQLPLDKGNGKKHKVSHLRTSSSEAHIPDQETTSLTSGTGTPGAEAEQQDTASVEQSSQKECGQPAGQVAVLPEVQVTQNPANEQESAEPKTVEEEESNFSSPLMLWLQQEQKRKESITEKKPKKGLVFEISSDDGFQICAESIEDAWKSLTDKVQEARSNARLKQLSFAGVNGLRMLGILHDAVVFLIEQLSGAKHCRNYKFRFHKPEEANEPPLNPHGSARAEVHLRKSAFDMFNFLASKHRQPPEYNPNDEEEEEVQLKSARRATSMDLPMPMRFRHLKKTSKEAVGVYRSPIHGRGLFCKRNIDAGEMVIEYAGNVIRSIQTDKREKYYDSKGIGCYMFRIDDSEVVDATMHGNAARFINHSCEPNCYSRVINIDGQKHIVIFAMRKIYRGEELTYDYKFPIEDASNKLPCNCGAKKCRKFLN
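Steps: dispense CXXC domain solution (7 uM) → pin compounds or unlabeled HOX-A9 DNA control → 5 min ambient → add FLSN-HOX-A9 solution (50 nM) → spin → 30 min ambient → fluorescence polarization. Tris pH 7.5/NaCl/DTT/BSA buffer.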
PKM2 activator: qHTS Assay for Activators of Human Muscle isoform 2 Pyruvate Kinase | Pyruvate kinase PKM (Homo sapiens), P14618 | purified PKM2, Kinase-Glo ATP luminescence, activation; response scale: 0% is enzyme alone, no compound | Potency, µM (series often up to 57.5 µM), for inactives: at the highest dose activation, usual class: activators | actives 0.34% (n = 260,000) | AID 1631, 2009; note: potency is the fitted concentration of half-maximal effect; % is set by controls: 0 for no effect and ±100 for the full control effect; nearly all actives have a fitted effect of over 55% in size
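Kinase-Glo luminescence reports ATP generated from ADP (0.1 mM) and PEP (0.5 mM) by purified hPK-M2 after 1 h at room temperature, pH 7.2 imidazole buffer; intermediate enzyme activity allows detecting inhibitors and activators.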
B2AR arrestin: qHTS assay of beta-arrestin-biased ligands of beta2-adrenergic receptor; Beta-2 adrenergic receptor (Homo sapiens), P07550; beta-arrestin recruitment to beta2AR, cell-based reporter; Potency, µM (doses to about 46.1 µM), for the others: at the top dose activation, usual class: activators; actives 0.02% (n = 330,000);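 note: potency is the fitted concentration of half-maximal effect; 0% = DMSO controls and full agonism = EC100 isoproterenol or metaproterenol; nearly all actives have a fitted effect of over 65% in size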
Active calls of the source: *. Unless noted, calls come from the whole dose curve; as a rule, active = well fitted curve in the direction sought with a large enough effect; inconclusive = small, poorly fitted or top-dose-only effect, or another doubt; inactive = no such curve, though single readings can be large; an effect the other way counts as inactive or inconclusive. A portion of the library; count on the stated rates, not on these rows.

How did O=C(NCc1cccnc1)C1CC(c2cccc(Br)c2)=NO1 (stereo not given) do in these assays?
GALK inh: -0.2%; TRPV1 ag: 8.6; KCNH2 WT inh: -7.5; Giardia killer: -0.8; KCNH2 3.1 block: 0.0; Menin MLL FP TR: -0.3%; USP2a block: -0.4%; FBPA coupling cs: 2.6; MLL CXXC-DNA inh: 3.9%; PKM2 activator: -0.1%; B2AR arrestin: -0.3%

Results for O=C1CC(c2ccccc2)n2ncnc2N1 (stereo not given) ?
GALK inh: -2.3%; TRPV1 ag: -7.3; KCNH2 WT inh: 2.3; Giardia killer: 9.8; KCNH2 3.1 block: 5.6; Menin MLL FP TR: 2.0%; USP2a block: -1.1%; FBPA coupling cs: 2.2; MLL CXXC-DNA inh: 3.7%; PKM2 activator: -19.7%; B2AR arrestin: 0.3%

Results for CCCCC(=O)Oc1cc(C)[nH]c(=O)c1[N+](=O)[O-] ?
GALK inh: 0.1%; TRPV1 ag: 5.3; KCNH2 WT inh: inactive; Giardia killer: -6.8; KCNH2 3.1 block: 6.9; Menin MLL FP TR: 24.5%; USP2a block: 0.1%; FBPA coupling cs: -4.0; MLL CXXC-DNA inh: inconclusive; PKM2 activator: -12.0%; B2AR arrestin: 0.1%

What do the screens show for `O=C(Nc1cccc([N+](=O)[O-])c1)Nc1ccc2c(c1)OCCO2`?
GALK inh: -1.8%; TRPV1 ag: 7.6; KCNH2 WT inh: -0.7; Giardia killer: -23.0; KCNH2 3.1 block: 9.7; Menin MLL FP TR: inconclusive; USP2a block: 0.3%; FBPA coupling cs: -4.8; MLL CXXC-DNA inh: 3.9%; PKM2 activator: -0.1%; B2AR arrestin: 0.0%

What do the screens show for `O=C(CSc1nnc(-c2ccc(OC(F)F)cc2)o1)NC(=O)NCc1ccco1`?
GALK inh: -1.6%; TRPV1 ag: -2.2; KCNH2 WT inh: 7.8; Giardia killer: -27.9; KCNH2 3.1 block: 3.9; Menin MLL FP TR: 12.1%; USP2a block: -0.4%; FBPA coupling cs: -1.7; MLL CXXC-DNA inh: -1.5%; PKM2 activator: 2.7%; B2AR arrestin: -0.6%

How did COc1ccccc1C(=O)CN1C(=O)NC2(CCc3ccccc32)C1=O (stereo not given) do in these assays?
TRPV1 ag: 0.7; KCNH2 WT inh: -0.7; Giardia killer: 0.2; KCNH2 3.1 block: -10.7; USP2a block: 0.9%; B2AR arrestin: -1.4%

Results for Cc1cc(NS(=O)(=O)c2ccc(NC(=O)COc3ccc(Cl)cc3)cc2)no1 ?
GALK inh: -2.5%; TRPV1 ag: -1.1; KCNH2 WT inh: -9.4; Giardia killer: 3.0; KCNH2 3.1 block: -0.4; Menin MLL FP TR: -10.3%; USP2a block: -1.6%; FBPA coupling cs: 8.8; MLL CXXC-DNA inh: 1.6%; PKM2 activator: -0.9%; B2AR arrestin: -0.6%

How did O=C(CN(C1CCCCC1)S(=O)(=O)c1ccc(Cl)cc1)NCCCO do in these assays?
GALK inh: 0.2%; TRPV1 ag: 9.5; KCNH2 WT inh: -12.3; Giardia killer: 6.6; KCNH2 3.1 block: -7.7; Menin MLL FP TR: -2.6%; USP2a block: -0.9%; FBPA coupling cs: 3.6; MLL CXXC-DNA inh: 7.9%; PKM2 activator: 2.1%; B2AR arrestin: 0.5%

How did COc1ccc(NC(=O)CN2C(=O)NC3(CCCC3)C2=O)cc1 do in these assays?
GALK inh: 5.1%; TRPV1 ag: -1.3; KCNH2 WT inh: -6.6; Giardia killer: -7.1; KCNH2 3.1 block: -6.8; Menin MLL FP TR: 8.1%; USP2a block: 1.3%; FBPA coupling cs: 4.8; MLL CXXC-DNA inh: 4.5%; PKM2 activator: -3.6%; B2AR arrestin: -0.6%

What do the screens show for `O=C(NC(Cc1ccccc1)C(=O)N1CCCCCC1)c1ccccc1` (stereo not given)?
GALK inh: -7.7%; TRPV1 ag: 5.6; KCNH2 WT inh: 1.5; Giardia killer: -5.6; KCNH2 3.1 block: -12.0; USP2a block: 3.7%; MLL CXXC-DNA inh: -8.4%; PKM2 activator: 8.7%; B2AR arrestin: -0.4%

What do the screens show for `O=C(NC(=S)NCc1ccccc1)c1ccc2c(c1)OCO2`?
GALK inh: -6.2%; TRPV1 ag: 27.3; KCNH2 WT inh: -3.7; Giardia killer: -3.0; KCNH2 3.1 block: -9.6; Menin MLL FP TR: 10.3%; USP2a block: -1.2%; FBPA coupling cs: -0.2; MLL CXXC-DNA inh: 5.4%; PKM2 activator: -1.1%; B2AR arrestin: 0.6%

What do the screens show for `Cc1cc(N/N=C/c2ccc(F)cc2)nc(-n2nc(C)cc2C)n1`?
GALK inh: -7.4%; TRPV1 ag: 2.2; KCNH2 WT inh: -19.4; Giardia killer: -22.7; KCNH2 3.1 block: -7.1; USP2a block: 0.1%; FBPA coupling cs: -4.3; MLL CXXC-DNA inh: 28.5%; PKM2 activator: 3.2%; B2AR arrestin: 0.4%

What do the screens show for `CCCc1nn2c(=O)cc(COc3cccc(NC(=O)c4ccco4)c3)nc2s1`?
GALK inh: -0.7%; TRPV1 ag: 0.7; KCNH2 WT inh: 3.1; Giardia killer: 3.9; KCNH2 3.1 block: -7.3; USP2a block: 4.0%; MLL CXXC-DNA inh: 25.4%; B2AR arrestin: -0.1%

Results for Cc1c(NC2=C(Cl)C(=O)N(c3ccccc3)C2=O)c(=O)n(-c2ccccc2)n1C ?
GALK inh: -3.7%; TRPV1 ag: -1.6; KCNH2 WT inh: -6.1; Giardia killer: -3.1; KCNH2 3.1 block: 8.6; Menin MLL FP TR: inconclusive; USP2a block: -1.0%; FBPA coupling cs: -25.9; MLL CXXC-DNA inh: 7.2%; PKM2 activator: 1.2%; B2AR arrestin: -1.0%

How did COc1ccccc1CNC(=O)CSc1nc2ccccc2c(=O)n1CCCN1CCOCC1 do in these assays?
GALK inh: -1.0%; TRPV1 ag: 1.3; KCNH2 WT inh: -1.2; Giardia killer: 6.2; KCNH2 3.1 block: 8.5; Menin MLL FP TR: -17.8%; USP2a block: 1.2%; FBPA coupling cs: 2.3; MLL CXXC-DNA inh: 4.3%; PKM2 activator: 0.3%; B2AR arrestin: 0.1%

What do the screens show for `CC(=O)OCC1(C)CN(c2ccccc2)NC1=O` (stereo not given)?
GALK inh: -2.6%; TRPV1 ag: 3.3; KCNH2 WT inh: -6.5; Giardia killer: inconclusive; KCNH2 3.1 block: 13.0; Menin MLL FP TR: -24.3%; USP2a block: 0.0%; FBPA coupling cs: -12.0; MLL CXXC-DNA inh: -0.1%; PKM2 activator: 13.5%; B2AR arrestin: -0.5%

How did CCn1cc(S(=O)(=O)CC(=O)Nc2ccc3c(c2)OCCO3)c2ccccc21 do in these assays?
GALK inh: -1.6%; TRPV1 ag: 0.2; KCNH2 WT inh: -0.6; Giardia killer: -9.6; KCNH2 3.1 block: -7.6; Menin MLL FP TR: 8.2%; USP2a block: 1.3%; FBPA coupling cs: -5.5; MLL CXXC-DNA inh: 0.1%; PKM2 activator: 23.7%; B2AR arrestin: -0.4%

Results for CC(C)[C@H](Nc1nc(-c2ccccc2)nc2c1oc1ccccc12)C(=O)O ?
GALK inh: -7.0%; TRPV1 ag: 0.4; KCNH2 WT inh: -4.2; Giardia killer: -6.0; KCNH2 3.1 block: -9.8; Menin MLL FP TR: -15.4%; USP2a block: 0.0%; FBPA coupling cs: 15.7; MLL CXXC-DNA inh: -17.7%; PKM2 activator: -3.1%; B2AR arrestin: 4.3%

How did O=C(/C=C/c1ccc(Cl)c([N+](=O)[O-])c1)Nc1cccc(NC(=O)c2ccco2)c1 do in these assays?
GALK inh: 0.2%; TRPV1 ag: 1.4; Giardia killer: -5.7; KCNH2 3.1 block: -14.2; Menin MLL FP TR: inconclusive; USP2a block: 0.6%; FBPA coupling cs: 0.5; MLL CXXC-DNA inh: -16.8%; PKM2 activator: 0.6%; B2AR arrestin: -1.4%
